High-throughput results as filed in PubChem.
BoNT-F LC inh: BoNT F light chain protease inhibition. Multiplex microsphere protease cleavage assay, flow cytometry. inhibition, % at 10 µM. 360,000 tested, 0.22% active; in the data active = inhibition above about 35%, passing the limit was not always enough; inconclusive = no clear call, values can overlap the other calls; also: plate controls were buffer without enzyme for full effect and enzyme alone for no effect
PrPC surface inh: inhibitors of human cell surface prion protein PrPC | inhibition, % at 13.8 µM | TR-FRET read-out | 370,000 tested, 0.43% active | P04156; in the data active = inhibition above about 24%; also: 0% = median of the test wells and 100% = reference compound wells
FadD28 binding: inhibitors of Mycobacterium tuberculosis FadD28 bisubstrate binding. inhibition, % at 12.5 µM. AID 588549. FadD28 bisubstrate probe binding, fluorescence polarization. 360,000 tested, 0.22% active; in the data active = inhibition above about 8.5%, passing the limit was not always enough; inconclusive = no clear call, values can overlap the other calls
BoNT-A LC inh2: inhibitors of Botulinum neurotoxin A light chain protease. multiplex microsphere protease substrate cleavage, flow cytometry. inhibition, % at 10 µM. AID 588499. 360,000 tested, 0.17% active; in the data active = inhibition above about 30%; inconclusive = no clear call, values can overlap the other calls; also: plate controls were buffer without enzyme for full effect and enzyme alone for no effect
Mtb FBA inh: inhibits M. tuberculosis FBA enzyme. inhibition, % at 1 µM. purified M. tuberculosis FBA, fluorescence read-out. 360,000 tested, 2.3% active. P9WQA3. AID 588726; in the data active = inhibition above about 27%;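 also: 0% = vehicle and 100% = reference inhibitor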
Target sequence (P9WQA3 whole entry, looked up): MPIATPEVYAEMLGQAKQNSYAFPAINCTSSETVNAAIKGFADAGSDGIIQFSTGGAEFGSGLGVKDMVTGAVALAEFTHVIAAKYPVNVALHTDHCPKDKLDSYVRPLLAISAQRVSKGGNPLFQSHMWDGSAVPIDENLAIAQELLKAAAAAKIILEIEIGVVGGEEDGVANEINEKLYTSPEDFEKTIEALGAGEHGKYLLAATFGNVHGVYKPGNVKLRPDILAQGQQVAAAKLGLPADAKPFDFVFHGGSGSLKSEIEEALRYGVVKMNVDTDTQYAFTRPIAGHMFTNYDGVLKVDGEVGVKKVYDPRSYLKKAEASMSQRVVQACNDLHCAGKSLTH
UGM FP inh: blocks M. tuberculosis UGM enzyme; P9WIQ1; purified UGM, fluorescence polarization probe displacement; inhibition, % at 10 µM; 320,000 tested, 0.06% active; AID 504406; in the data active = inhibition above about 10%, passing the limit was not always enough; inconclusive = no clear call, values can overlap the other calls
Target sequence (P9WIQ1 whole entry, looked up): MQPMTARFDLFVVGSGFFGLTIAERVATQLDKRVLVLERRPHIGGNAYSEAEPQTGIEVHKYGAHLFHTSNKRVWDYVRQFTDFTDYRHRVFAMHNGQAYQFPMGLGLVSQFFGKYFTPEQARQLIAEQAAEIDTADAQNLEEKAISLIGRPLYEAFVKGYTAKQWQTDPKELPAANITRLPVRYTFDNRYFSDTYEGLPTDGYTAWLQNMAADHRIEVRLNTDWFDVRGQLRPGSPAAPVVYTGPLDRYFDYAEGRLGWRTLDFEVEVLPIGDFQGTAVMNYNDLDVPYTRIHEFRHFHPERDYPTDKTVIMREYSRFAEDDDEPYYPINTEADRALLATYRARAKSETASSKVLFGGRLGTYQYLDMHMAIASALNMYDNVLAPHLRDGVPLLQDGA
GDH-TPI inh: GDH-TPI coupled enzyme inhibition counter-screen; GDH-TPI coupled enzyme counterscreen, NADH absorbance; inhibition, % at 4.8 µM; 360,000 tested, 1.2% active;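 also: 0% = DMSO wells and 100% = wells lacking the enzyme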
Mtb BioA inh: blocks M. tuberculosis BioA enzyme activity; purified M. tuberculosis BioA enzyme, plate reader; inhibition, % at 9.99 µM; 360,000 tested, 0.096% active; AID 602481; in the data active = inhibition above about 40%; inconclusive = no clear call, values can overlap the other calls
CCHF vOTU inh: blocks the CCHF virus ovarian tumor domain protease | CCHFV vOTU protease, Pep-AMC fluorescence | inhibition, % at 11.5 µM | 370,000 tested, 0.55% active | AID 651958; also: 0% = vehicle wells with enzyme and 100% = no enzyme wells
Active calls of the source: *; u = inconclusive; x = no result given. Rule as the data show it, unless noted: active = inhibition above about 30%; inactive = the rest.

SMILES	BoNT-F LC inh	PrPC surface inh	FadD28 binding	BoNT-A LC inh2	Mtb FBA inh	UGM FP inh	GDH-TPI inh	Mtb BioA inh	CCHF vOTU inh
Cc1ccc(OCC(=O)OCc2nc3scc(-c4ccccc4)c3c(=O)[nH]2)cc1C	-8	3	-2.2	-0.3	0	0.8	3	-0.5	10
CCOC(=O)c1ccccc1NC(=O)c1ccccc1SC	-11	-6	-1.3	-0.9	3	1.7	6	1.4	5
CCCCC1CCC(C(=O)Nc2ccccc2)CC1 (configuration not stated)	-1	-5	0.7	u	-2	2.4	8	x	-1
COc1ccc(CC(=O)Nc2cccc(-c3ccc4nnc(C)n4n3)c2)cc1	4	-27	-3.9	1.4	0	-0.4	4	x	-10
COc1cccc(CN(C)C(=O)COc2ccc(C(=O)c3ccc(Cl)cc3)cc2)c1OC	4	-3	-0.8	-0.6	-3	0.2	-2	1.8	6
CCC1(C)CN(S(=O)(=O)OCC(Cl)(Cl)Cl)C(=O)N1 (configuration not stated)	1	3	-6.0	-0.7	-1	-1.8	1	-0.3	2
CCN(CC)CC(=O)NCC1(c2ccccc2)CCCC1	-4	0	0.3	-0.4	0	-0.3	5	x	15
O=C(O)C1CC(c2ccccc2F)=NO1 (configuration not stated)	7	2	-2.3	3.0	-4	0.7	15	-0.6	3
CC(C)c1ccc(N(C(=O)c2csnn2)C(C(=O)NC2CCCC2)c2cccnc2)cc1 (configuration not stated)	-4	0	-2.6	-1.6	-2	0.8	0	-0.3	-14
COc1cc(NC(=O)CCCC(=O)OCC(F)(F)C(F)F)nc(OC)n1	-4	-9	-1.8	0.1	-3	-5.3	-1	0.8	11
CCn1c(NC(=O)c2cccc(Cn3cc(Cl)cn3)c2)nc2ccccc21	-6	-5	-1.2	-0.8	2	0.2	18	0.9	25
COC(=O)C1C(O)=C(C=NC2CCCCC2)C(=O)CC1(C)C (configuration not stated)	-15	-1	-1.1	0.3	28*	1.0	-2	-2.0	6
CSc1nnc(C(C)(C)C)c(=O)n1/N=C/c1ccc(C(C)C)cc1	u	4	-2.7	1.9	0	-0.1	-5	0.2	5
Cc1n[nH]c(C)c1NC(=O)CSc1nnnn1-c1cccc(F)c1	-3	9	-2.2	-0.1	2	0.2	7	-1.4	18
C#CC[N+](C)(C)CCCCCCCCC	-2	-2	0.1	-0.6	3	1.2	0	x	-4
Cc1cc(C)c2nc(-c3ccccn3)cc(C(=O)NCc3ccco3)c2c1	-17	3	-3.4	1.0	51*	0.5	13	2.3	-7
CCOC(=O)c1c(NC(=O)CSc2nnnn2-c2ccc(OC)cc2)sc(C)c1C	1	-2	-0.2	0.3	3	1.3	6	-1.5	0
COc1ccc(Cc2nnc(SCC(=O)c3ccccc3)o2)cc1	-4	1	-3.8	-0.2	-1	3.9	-3	0.1	9
CCCCCOc1ccc(CSc2n[nH]c(C)n2)cc1	0	11	-0.8	-0.1	3	0.2	-5	x	-3
c1ccc2c(c1)[nH]c1c3ccccc3sc21	12	13	-0.5	4.4	0	0.3	19	-3.9	-11
Cc1oc(-c2ccccc2F)nc1CS(=O)(=O)CC(=O)NCCN1CCCC1	4	-3	-4.3	0.4	0	-3.4	-3	-0.6	-8
CC1=C(C(=O)Nc2ccccc2)C(c2ccncc2)C(C#N)=C(SCC(=O)Nc2ccccc2)N1 (configuration not stated)	-5	-8	1.4	-0.5	1	-0.9	-8	2.9	-5
COc1ccc(S(=O)(=O)N2CCCCCC2)cc1NC(=O)Cc1cc(OC)c(OC)c(OC)c1	3	8	-3.2	0.4	-1	-2.7	-2	-1.2	9
O=C(CNC(=O)c1ccc(Br)o1)NCc1ccc(F)cc1	5	3	0.5	0.0	1	1.7	4	-2.2	-2
CC1(CCc2ccccc2)NC(=O)N(Cc2cc([N+](=O)[O-])cc3c2OCOC3)C1=O (configuration not stated)	-53	-2	-0.2	-10	2	-2.3	8	0.5	4
Continued:
SMILES	BoNT-F LC inh	PrPC surface inh	FadD28 binding	BoNT-A LC inh2	Mtb FBA inh	UGM FP inh	GDH-TPI inh	Mtb BioA inh	CCHF vOTU inh
COC(=O)C1CCN(C(=O)COC(=O)c2ccc(N3CCCC3=O)cc2)CC1	-4	5	-3.3	-0.7	2	-3.8	-4	1.4	23
O=C(NCC1CCCO1)c1cccs1 (configuration not stated)	-7	-5	-1.7	u	-3	1.2	2	-1.2	-19
CC(C)CN(C(=O)CN1CCCCCC1)c1c(N)n(CC(C)C)c(=O)[nH]c1=O	0	-3	0.0	1.1	6	1.8	-1	x	7
C=CCN1N=C(c2ccc(Cl)s2)CSC1=O	-9	-6	-2.7	-0.6	-1	0.0	26	0.3	-3
O=C1OC(N2C(=O)CC[C@H]2C(=O)Nc2ccc(F)c(F)c2)c2ccccc21 (some centres not stated)	-2	0	-0.5	0.0	4	-3.2	2	-2.0	0
Cc1cc(C)n(CC(=O)N/N=C/c2ccc([N+](=O)[O-])s2)n1	1	-42	-1.7	0.1	-1	-0.6	16	x	11
COc1cccc(OC)c1C(=O)NC(=O)Oc1c(F)cccc1F	18	-8	0.5	2.9	0	0.9	16	-2.1	-4
O=C(NC1CCN(C(=O)Nc2ccc(F)cc2)CC1)c1cccc(F)c1	-4	-3	-3.2	1.0	-7	0.9	-2	-0.4	2
CCN(CC)C(=S)SCC(=O)Nc1cccc(C(F)(F)F)c1	-2	13	-1.3	0.6	3	4.1	2	0.9	20
O=C(O)c1ccccc1-c1ccccc1C(=O)NCc1cccnc1	8	8	-1.5	3.0	6	2.0	-2	x	6
COc1ccccc1COc1cccn2c(N(C)C(=O)CCC3CCCC3)c(C)nc12	1	19	-5.3	0.0	-3	x	7	0.1	5
CC(=O)NC(Cc1ccc(N(CCCl)CCCl)cc1)C(=O)NC(C(=O)O)C(C)C (configuration not stated)	-4	9	-0.5	-0.4	-3	2.8	2	x	4
CC(C)(C)c1cc(C(=O)N/N=C/c2cc3c(cc2Br)OCO3)n[nH]1	7	-7	-0.7	1.5	0	-2.6	30	x	18
CC(NC(=O)OCc1ccccc1)C(=O)NCC1CCCO1 (configuration not stated)	2	5	-3.3	1.4	0	0.9	7	-1.1	3
CCC(c1ccccc1)c1noc(CCN(CC)CC)n1 (configuration not stated)	-4	6	-2.5	-0.6	1	x	-5	-0.5	-3
Cc1ccc(NC(=O)C2CCN(c3ncnc4c3nc3n4CCCCC3)CC2)cc1Cl	0	0	-1.7	0.0	1	1.2	2	-0.8	9
O=CNc1ccc(OP(=O)(Oc2ccccc2)Oc2ccccc2)cc1	9	-3	-2.0	1.1	1	-0.6	0	x	4
Cc1ccsc1C(=O)OCC(=O)Nc1sccc1C(N)=O	1	-1	-0.7	-0.7	2	-1.8	12	x	-1
CCN(CC)S(=O)(=O)c1ccc(O)c(NC(=O)c2ccc(N3CCOCC3)c([N+](=O)[O-])c2)c1	5	-7	0.4	-1.3	-2	-1.4	20	-0.8	-5
N/C(=N\OC(=O)/C=C/c1ccccc1)c1ccc(Br)cc1	-3	2	1.3	-0.6	-2	-1.8	7	1.4	0
CC(NC(=O)CNC(=O)C1CCCCC1)c1cccc(Cl)c1 (configuration not stated)	2	-5	-3.8	0.9	0	-0.9	-2	0.6	0
CCN(CC)S(=O)(=O)c1ccc2c(c1)[nH]c(=S)n2CC	-2	1	1.7	-0.6	2	0.2	1	x	5
O=C(c1noc2c1CCCC2)N1CCc2ccccc2C1	7	5	-0.8	-0.8	-1	0.6	-3	0.1	13
O=C(Nc1ccccc1)c1ccccc1N=Cc1cccc(O)c1	-6	-5	-3.9	-0.3	41*	2.9	8	-1.0	-51
CC(=O)Nc1cccc(OCc2cccc([N+](=O)[O-])c2)c1	0	-13	-4.5	-0.1	-1	x	-4	x	-13
Next structures
SMILES	BoNT-F LC inh	PrPC surface inh	FadD28 binding	BoNT-A LC inh2	Mtb FBA inh	UGM FP inh	GDH-TPI inh	Mtb BioA inh	CCHF vOTU inh
COC(=O)C1Cc2c([nH]c3ccccc23)CN1 (configuration not stated)	1	-1	-5.1	0.2	26	-1.1	8	0.4	-29
CCCCN(C(=O)CCC(=O)Nc1cc(C)on1)C(C(=O)NC1CCCC1)c1ccccc1C (configuration not stated)	-15	-2	-0.4	-3.9	-1	0.8	-1	x	14
CCn1ncc(-c2csc(N)n2)c1C	1	-2	-1.5	-0.2	-3	-1.5	-7	x	-11
Cc1ccc2[nH]c(=O)cc(C(=O)OCC(=O)c3ccc(F)cc3)c2c1	-6	7	-2.6	-0.6	5	1.0	1	4.0	5
O=c1c(O[C@@H]2O[C@H](CO)[C@@H](O)[C@H](O)[C@H]2O)c(-c2ccc(O)cc2)oc2cc(O)cc(O)c12	-3	x	-1.4	0.4	4	2.7	37*	-3.0	x
CCC(C)(C)NC(=O)C(c1cccn1C)N(Cc1ccccc1)C(=O)Cn1nnc2ccccc21 (configuration not stated)	-3	9	-0.2	0.1	1	x	2	-1.2	-2
O=S1(=O)C=CC(Nc2ccccc2)C1 (configuration not stated)	-21	3	-0.5	1.0	0	-1.9	8	-0.6	14
CCCCC1=CC2=C(c3ccco3)C(=O)C(C)(OC(=O)c3ccc(OC)cc3)C(=O)C2=CN1CCOC (configuration not stated)	-19	-1	-0.8	-0.2	-2	1.6	8	-1.2	14
O=C(CCC(=O)N1CC2C[C@@H](C1)Cn1c2cccc1=O)NCCc1ccccc1F	-8	4	-1.3	0.3	8	-0.3	13	0.8	3
Cc1ccc(-n2nc(C(N)=O)nc2-c2ccccc2)cc1	u	0	-3.1	0.0	0	-1.7	7	0.3	-7
COCC(C)NC(=O)c1cc(OC)cc(OC)c1 (configuration not stated)	-1	2	0.6	-0.5	2	-3.2	4	x	-6
CSc1nc(N)cc(=O)[nH]1	-7	-4	-1.3	-0.6	-1	2.0	5	x	-1
Cc1cc(C)n(-c2cc(O)c(-n3nc(C)cc3C)cc2O)n1	0	10	1.1	0.3	4	0.4	2	x	14
CCN1C(=O)/C(=C\N2CCN(C(=O)c3ccco3)CC2)SC1=S	-2	-3	-2.6	0.4	5	1.9	-5	x	-11
CC[C@@]1(C(=O)OC)N[C@H](CN(C)C(=O)Nc2ccc(F)cc2)[C@@H]2C(=O)N(C)C(=O)[C@@H]21	3	-7	-2.5	-0.2	-1	-3.0	-2	-1.3	4
COc1ccccc1OCC(=O)Nc1cccc(C(=O)N2CCOCC2)c1	1	-8	-1.5	0.4	-1	0.1	14	0.4	5
COCCn1c(N)c(Sc2ccccc2)c(=O)[nH]c1=O	-2	3	-0.6	-1.3	-1	-0.8	14	2.4	11
CC(=O)N1CCN(C(=O)c2[nH]c(C(F)(F)F)nc2-c2ccccc2)CC1	0	11	0.5	-0.5	2	x	x	-2.8	2
CC1(C)Nc2ccccc2N(CC(=O)N2CCCCC2)C1=O	-10	0	-1.3	-0.7	4	-0.5	-3	x	6
O=C(CSc1nc2ccccc2o1)Nc1ccccc1N1CCCCCC1	x	-21	-1.8	x	2	-0.2	7	x	13
CC(=O)c1ccc(NC(=O)CSc2nnc(Cn3cnc4ccccc43)o2)cc1	-6	0	-2.3	0.2	-1	1.0	1	-0.3	0
COc1ccc(S(=O)(=O)N2CCCOC2CNC(=O)C(=O)NCc2ccccn2)cc1 (configuration not stated)	-12	6	-0.1	-0.8	1	0.0	1	-0.4	-9

For reference, part of the list above.
SMILES	BoNT-F LC inh	PrPC surface inh	FadD28 binding	BoNT-A LC inh2	Mtb FBA inh	UGM FP inh	GDH-TPI inh	Mtb BioA inh	CCHF vOTU inh
COC(=O)C1Cc2c([nH]c3ccccc23)CN1 (configuration not stated)	1	-1	-5.1	0.2	26	-1.1	8	0.4	-29
CCCCN(C(=O)CCC(=O)Nc1cc(C)on1)C(C(=O)NC1CCCC1)c1ccccc1C (configuration not stated)	-15	-2	-0.4	-3.9	-1	0.8	-1	x	14
CCn1ncc(-c2csc(N)n2)c1C	1	-2	-1.5	-0.2	-3	-1.5	-7	x	-11
Cc1ccc2[nH]c(=O)cc(C(=O)OCC(=O)c3ccc(F)cc3)c2c1	-6	7	-2.6	-0.6	5	1.0	1	4.0	5
O=c1c(O[C@@H]2O[C@H](CO)[C@@H](O)[C@H](O)[C@H]2O)c(-c2ccc(O)cc2)oc2cc(O)cc(O)c12	-3	x	-1.4	0.4	4	2.7	37*	-3.0	x
CCC(C)(C)NC(=O)C(c1cccn1C)N(Cc1ccccc1)C(=O)Cn1nnc2ccccc21 (configuration not stated)	-3	9	-0.2	0.1	1	x	2	-1.2	-2

Outcome played no part in choosing rows. About 4.8% of those tested had a hit in this group.
